SR-BI DiI-HDL act: enhances SR-BI lipid uptake from DiI-HDL; CHO ldlA[mSR-BI] cells, DiI-HDL uptake fluorescence, 3 h; 100 = double the neutral-control signal; actives 0.096% (n = 320,000); activation, % at 12.5 µM;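 active = mean replicate activation of at least 60% and every replicate at or above 60%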;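 also: 0% = median plate neutral-control signal and 100% = twice that signal; values of inactives mirror those of a sister screen read the other way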
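Assay system: LDL receptor-deficient CHO ldlA cells overexpressing murine SR-BI / Medium: BSA-supplemented, HEPES-buffered Ham's F12, pH 7.4 / Probe or stimulus: DiI-labelled HDL at 10 µg/mL final / Timing: compound with DiI-HDL co-incubation, 3 h at 37 °C / Technique: bottom-read cell fluorescence after medium removal, ex 550/em 595 nm / Measure: HDL uptake via cellular fluorescence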
PKA-R2B act: activates the human PKA-R2B holoenzyme complex. P22694+P31323. activation, % at 11.4 µM. actives 0.079% (n = 340,000). PKA-R2B holoenzyme dissociation, Cy5-IP20 fluorescence polarization; R2B truncated from residue 108, S112A mutant; 0% DMSO only, 100% 113 µM cGMP;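 active = activation above a cutoff set at the mean over all compounds plus 3 SD, cut at about 18% in these data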;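 also: higher means more holoenzyme dissociation and a rise in polarization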
Target sequence (P31323 whole entry, looked up, other chains not shown, the tested form may be a part): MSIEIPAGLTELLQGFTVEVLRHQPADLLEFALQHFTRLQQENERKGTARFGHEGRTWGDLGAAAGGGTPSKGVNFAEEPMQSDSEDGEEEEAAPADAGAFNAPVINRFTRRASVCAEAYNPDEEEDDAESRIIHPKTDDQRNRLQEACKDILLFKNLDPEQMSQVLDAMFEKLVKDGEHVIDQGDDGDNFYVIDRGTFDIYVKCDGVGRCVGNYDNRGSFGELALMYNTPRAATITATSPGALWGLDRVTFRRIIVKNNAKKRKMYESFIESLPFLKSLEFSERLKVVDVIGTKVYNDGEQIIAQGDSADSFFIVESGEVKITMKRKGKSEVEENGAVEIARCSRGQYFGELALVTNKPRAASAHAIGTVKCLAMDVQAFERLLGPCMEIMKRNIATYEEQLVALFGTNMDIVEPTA
CAL PDZ FP-1: inhibitors of human CAL PDZ peptide binding; actives 0.92% (n = 300,000); purified CAL PDZ, TMR-peptide fluorescence polarization, 1 h; inhibition, % at 24.9 µM; AID 602252;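 active = mean inhibition of at least 30% with at least half of replicates also reaching 30%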;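 also: 0% = DMSO neutral control and 100% = excess unlabeled competitor peptide PRC23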
DAGLB inh: diacylglycerol lipase beta (human) inhibition | Q8NCG7 | HEK293T DAGLB membrane lysate, EnzChek fluorogenic substrate | inhibition, % at 5.17 µM | actives 0.059% (n = 340,000) | AID 504411; in the data active = inhibition above about 34%;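 also: 0% = enzyme with vehicle and 100% = wells lacking enzyme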
Keap1 Nrf2 FP: Keap1-Nrf2 (human) interaction inhibition; actives 0.15% (n = 340,000); AID 504523; Q14145; Keap1 Kelch-Nrf2 peptide fluorescence polarization, 1536-well; inhibition, % at 9.4 µM; in the data active = inhibition above about 12%;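 also: human Keap1 Kelch domain with fluorescein labeled Nrf2 9mer peptide probe; 0% = neutral control wells and 100% = peptide positive control; higher means more block of Keap1 binding to Nrf2 peptide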
CAL PDZ FP-2: inhibitors of human CAL PDZ peptide binding; purified CAL PDZ, TMR-peptide fluorescence polarization, 1 h; actives 0.02% (n = 330,000); AID 504414; inhibition, % at 20 µM;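 active = highest replicate inhibition of at least 40%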;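 also: plate controls were DMSO neutral control wells for no effect and unlabeled competitor peptide control wells for full effect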
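Material: tagged CAL PDZ domain; buffer or medium: 25 mM sodium phosphate pH 7.4, 150 mM NaCl, TCEP, IgG, Thesit; compound dosing: single point, 20 µM; schedule: 1 h incubation at room temperature before polarization reading; measured by: FP readout, S and P plane fluorescence; read-out basis: percent inhibition from loss of millipolarization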
C-LANA FP: blocks KSHV LANA C-terminal domain binding to DNA. actives 0.078% (n = 340,000). MBP-C-LANA/FAM-LBS DNA binding, fluorescence polarization. inhibition, % at 9 µM;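 active = highest replicate inhibition at or above 60% at 9 µM, even if other replicates fall short; inactive = all replicates below 60% inhibition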;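 also: 0% = neutral control wells and 100% = 4 µM acridine orange control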
cardiac RTF act: increases calcium sensitivity of human cardiac regulated thin filaments. activation, % at 7.2 µM. P19429+P45379. AID 493008. actives 0.24% (n = 340,000). IANBD-labeled TnC RTF fluorescence at EC20 calcium; 0% EC20 calcium, 100% full calcium;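 active = activation above the mean over all tested compounds plus 3 SD, cut at about 30% in these data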;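 also: rise in fluorescence read as greater calcium sensitivity of cardiac thin filaments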
RTF Ca sens inh: cardiac RTF calcium desensitization. IANBD-labeled cardiac RTF, Ca2+ fluorescence. actives 0.12% (n = 340,000). inhibition, % at 7.15 µM. P19429+P45379. AID 493244;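 active = inhibition above the mean inhibition of all tested compounds plus 3 SD, cut at about 17% in these data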;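 also: assay run at fixed EC70 calcium of 1.6 mM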
Rtt109 Vps75: blocks Candida albicans Rtt109/Vps75 acetyltransferase activity | inhibition, % at 34.9 µM | actives 0.16% (n = 330,000) | AID 540336 | purified Rtt109/Vps75, ThioGlo CoA-SH fluorescence, 4 h;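 active = inhibition of at least 50% in every replicate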
Target sequence (Q5AAJ8 whole entry, looked up): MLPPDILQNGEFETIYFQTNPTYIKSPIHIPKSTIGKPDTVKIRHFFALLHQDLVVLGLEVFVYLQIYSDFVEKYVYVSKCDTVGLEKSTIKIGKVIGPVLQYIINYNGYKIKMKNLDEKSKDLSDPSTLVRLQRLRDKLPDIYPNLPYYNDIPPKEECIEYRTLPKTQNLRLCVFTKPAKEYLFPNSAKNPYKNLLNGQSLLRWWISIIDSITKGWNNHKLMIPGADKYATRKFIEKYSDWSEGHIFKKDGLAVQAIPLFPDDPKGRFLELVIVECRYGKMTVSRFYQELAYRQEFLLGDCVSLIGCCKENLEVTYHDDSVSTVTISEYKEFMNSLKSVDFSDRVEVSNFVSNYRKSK
An asterisk follows results filed as active; nt = not tested or not shown. Outcome played no part in choosing rows; about 1.6% have a hit in one of these screens.

SMILES	SR-BI DiI-HDL act	PKA-R2B act	CAL PDZ FP-1	DAGLB inh	Keap1 Nrf2 FP	CAL PDZ FP-2	C-LANA FP	cardiac RTF act	RTF Ca sens inh	Rtt109 Vps75
CCC(NC(=O)c1ccccc1NC(=O)c1ccco1)C(=O)O (centres undefined)	10.1	-0.4	nt	1.0	-2.7	-1.6	-0.8	-5.3	2.9	-2.2
CCC(C)C(NC(=O)c1ccccc1NC(=O)c1ccc(C)cc1)C(=O)O (centres undefined)	4.0	-9.6	-0.6	1.4	-5.7	-1.6	0.5	4.0	1.6	nt
CN1CCc2c(sc3nc(SCC(=O)N4CCOCC4)n(-c4ccc(Cl)cc4)c(=O)c23)C1	15.6	-8.3	-2.0	1.0	-0.7	-4.0	-2.8	-4.0	-7.2	-157.0
COc1ccc(S(=O)(=O)NCc2ccc3c(c2)OCO3)cc1C	-5.0	9.7	-0.2	1.6	2.6	-3.1	1.3	-3.1	15.5	0.1
CCN1CCN(C(=O)Nc2cccc(C(F)(F)F)c2)CC1	7.8	-2.3	nt	0.7	2.4	-1.6	0.2	0.8	-11.3	4.2
O=[N+]([O-])c1cccc(-c2cc(-c3cc(Br)ccc3O)[nH]n2)c1	-86.1	1.6	-3.4	-0.9	-3.3	-2.4	1.5	4.2	3.4	-2.9
COC(=O)CNC(=O)C1CCCN1C(=O)CNC(=O)OCc1ccccc1 (centres undefined)	17.3	-12.7	0.8	-2.4	-2.3	-1.4	0.4	5.3	-2.8	9.1
CCOC(=O)C1CCN(C(=O)COC(=O)c2oc3ccccc3c2C)CC1	-24.1	-7.6	0.1	0.1	-0.1	-3.2	-0.2	-0.2	-51.4	-1.6
COC(=O)c1ccc(S(=O)(=O)NCc2cccc(OC)c2)n1C	11.1	-5.2	nt	1.1	-1.5	-0.7	-0.2	-4.0	-6.5	-9.9
Cc1cc(N2CCN(c3nc4ccccc4s3)CC2)n2ncnc2n1	-2.1	4.4	nt	1.4	1.4	-3.3	11.9	-6.3	-7.9	3.3
O=C(COc1ccc2c(-c3ccccc3)cc(=O)oc2c1)NCC1CCC(C(=O)O)CC1 (centres undefined)	23.0	3.5	-2.5	-1.3	2.0	-1.1	1.5	-2.5	2.1	3.9
CCn1c(SCC(=O)Nc2ccc(OC)c(S(=O)(=O)N3CCCCC3)c2)nnc1C1CC1	-8.0	-0.7	-3.4	-0.6	3.1	-1.4	-0.6	-9.4	-22.4	-5.2
O=C(NCc1ccccc1)C1=C[C@@H](C2CCCCC2)C[C@@H](OCCCCO)O1	2.9	-7.5	0.3	-0.3	0.4	-0.9	-5.2	-5.4	-8.7	-3.4
CCN(CC)C1=NC=CC(c2ccccc2)=CC1C (centres undefined)	12.8	-6.8	-5.3	-1.1	1.6	-1.2	0.2	-3.4	3.2	-0.9
CN(CCOC(=O)c1ccco1)Cc1ccccc1	22.4	0.6	-0.2	-2.4	1.2	0.3	2.9	3.9	-6.5	-3.6
CN1CCN(c2ccc(Cl)cc2NC(=O)CN2C(=O)NC(C)(c3ccccc3)C2=O)CC1 (centres undefined)	28.3	0.5	nt	4.1	-3.8	-2.0	0.2	0.6	-5.1	-6.3
O=C(CCc1ccccc1)NNC(=O)c1ccccc1Cl	6.6	-1.8	-1.4	0.4	-0.8	-1.0	1.6	-3.9	3.0	1.8
COn1c(-c2ccccc2)nc2c1CCc1c-2no[n+]1[O-]	5.5	4.7	-1.5	0.3	-6.5	-0.9	0.4	0.5	-12.9	2.2
CCCC1=NN2C(=N)/C(=C\c3cc(C)n(-c4cc(C)cc(C)c4)c3C)C(=O)N=C2S1	-39.3	-2.4	-1.3	7.4	-12.7	-0.2	0.1	-10.2	-7.8	-4.2
COc1ccc(NC(=O)CCCCCn2nnc3ccccc3c2=O)cc1OC	-2.6	2.7	-1.1	-0.5	-2.1	nt	-0.2	-2.7	-6.8	-0.4

Four entries from above, as a markdown table.
| structure | SR-BI DiI-HDL act | PKA-R2B act | CAL PDZ FP-1 | DAGLB inh | Keap1 Nrf2 FP | CAL PDZ FP-2 | C-LANA FP | cardiac RTF act | RTF Ca sens inh | Rtt109 Vps75 |
| --- | --- | --- | --- | --- | --- | --- | --- | --- | --- | --- |
| CCN(CC)C1=NC=CC(c2ccccc2)=CC1C (centres undefined) | 12.8 | -6.8 | -5.3 | -1.1 | 1.6 | -1.2 | 0.2 | -3.4 | 3.2 | -0.9 |
| CN1CCN(c2ccc(Cl)cc2NC(=O)CN2C(=O)NC(C)(c3ccccc3)C2=O)CC1 (centres undefined) | 28.3 | 0.5 | nt | 4.1 | -3.8 | -2.0 | 0.2 | 0.6 | -5.1 | -6.3 |
| O=C(NCc1ccccc1)C1=C[C@@H](C2CCCCC2)C[C@@H](OCCCCO)O1 | 2.9 | -7.5 | 0.3 | -0.3 | 0.4 | -0.9 | -5.2 | -5.4 | -8.7 | -3.4 |
| O=C(COc1ccc2c(-c3ccccc3)cc(=O)oc2c1)NCC1CCC(C(=O)O)CC1 (centres undefined) | 23.0 | 3.5 | -2.5 | -1.3 | 2.0 | -1.1 | 1.5 | -2.5 | 2.1 | 3.9 |

(continued)
SMILES	SR-BI DiI-HDL act	PKA-R2B act	CAL PDZ FP-1	DAGLB inh	Keap1 Nrf2 FP	CAL PDZ FP-2	C-LANA FP	cardiac RTF act	RTF Ca sens inh	Rtt109 Vps75
CC(=O)N1CCN(Cc2nc(C(c3ccccc3)c3ccccc3)no2)CC1	15.2	-1.4	1.5	-1.6	-1.5	0.0	1.2	1.3	-32.1	-3.9
CCCn1cc(S(=O)(=O)c2ccc(F)cc2)c(=O)c2cc(OCC)ccc21	-10.6	-5.9	1.3	3.3	-5.5	-3.4	-2.1	0.8	-0.2	-4.0
COc1ccc(/C=N\NC(=O)c2ccc(-c3ccccc3)cc2)c(OC)c1OC	nt	2.1	-1.3	-3.8	0.8	-2.9	0.7	1.2	-1.3	-0.2
CC(=O)c1ccc(N2C(=O)CC(N3CCN(S(=O)(=O)c4cc(C)ccc4C)CC3)C2=O)cc1 (centres undefined)	5.2	-5.5	-0.5	-3.6	-4.4	-1.8	0.4	0.2	-9.0	-7.8
Cc1cccc(C)c1OCc1nnc2c3cnn(C)c3ncn12	15.9	0.9	-0.2	-4.5	-1.0	-1.8	1.7	0.0	-4.3	nt
CCCc1cc(=O)oc2c3c(cc(OCC(=O)N[C@@H](C)C(=O)O)c12)OC(C)(C)CC3	11.2	-2.9	0.3	-1.1	1.9	-0.6	1.3	2.6	5.2	5.9
O=C(CN1C(=O)NC2(CCCCC2)C1=O)Nc1cccc2ncccc12	7.3	-11.9	-3.4	-0.4	-5.8	-0.5	2.7	0.1	-4.0	-13.8
CCOC(=O)NC1(C(F)(F)F)C(=O)N(Cc2ccccc2)C2=C1C(=O)CC(C)(C)C2 (centres undefined)	20.1	-0.7	-6.5	-0.6	3.6	-0.8	1.2	-4.2	-2.1	-9.7
COC(=O)C(C)Oc1cc(C)ccc1COc1ccc(-n2nc(C)n(C(F)F)c2=O)cc1 (centres undefined)	-12.6	8.5	nt	-12.4	-2.3	0.3	-1.2	-3.7	1.4	-8.4
CCCOP(=O)(c1ccc(N(C)C)cc1)C(O)c1ccc(N(C)C)cc1 (centres undefined)	-27.9	-4.9	-1.8	-1.6	-2.7	-1.4	-0.1	-4.8	-0.2	15.4
Cc1cccc(N2CCN(C(=O)CCn3c(=O)[nH]c4ccsc4c3=O)CC2C)c1 (centres undefined)	-5.0	11.0	-3.8	0.7	-5.1	0.0	3.7	-3.9	-0.3	3.7
O=C(Nc1nc(-c2cccnc2)cs1)c1ccccc1Cl	-17.5	3.3	3.8	1.5	1.8	0.2	-1.1	1.8	0.1	4.5
CCOc1cc(C2C3=C(CCCC3=O)OC3=C2C(=O)CCC3)cc([N+](=O)[O-])c1O	-40.4	-1.7	10.7	1.9	1.0	-1.2	-1.9	-3.5	-2.1	-6.7
N/C(=N\OC(=O)c1ccccc1Br)c1cccc([N+](=O)[O-])c1	-16.6	6.5	-2.9	-9.1	1.7	-1.4	1.4	2.2	0.8	-4.4
Cc1cnn(CCC(=O)NNC(=S)Nc2ccccc2)c1	7.6	-1.3	-2.4	0.0	2.0	-1.2	-0.6	3.2	-5.3	-3.7
CN1CCN(Cc2c(O)ccc3occ(C(=O)c4ccccc4)c23)CC1	-1.5	0.7	-2.1	-0.3	0.0	-1.2	0.4	2.5	-2.7	-9.7
CC(NC(=O)C1CCC(=O)N1Cc1ccc(F)cc1)c1ccc2c(c1)OCCO2 (centres undefined)	14.3	-9.9	-1.6	-2.2	3.5	-0.8	0.1	-4.4	-1.2	1.8
CN(Cc1ccccc1)C(=O)COC(=O)CNS(=O)(=O)c1ccc2ccccc2c1	12.5	-10.1	-2.7	0.4	-1.2	-3.0	-0.1	-6.0	-2.5	4.4
COc1ccc(-c2nnc3ccc(SCC(=O)N4CCCC4)nn23)cc1	0.1	-6.5	nt	-1.2	-5.9	0.5	-1.1	-2.3	-8.4	3.3
CCc1ccc(-c2cc3c(=O)n(CC(=O)NCCCN4CCN(CC)CC4)nc(C)n3n2)cc1	-4.4	5.0	-3.0	-1.5	-5.4	-4.3	0.1	1.1	-0.2	-3.4
O=C(N1CCCCCC1)N1CCN(C(=O)N2CCCCC2)CC1	11.5	-6.7	-1.6	-0.6	-2.0	-0.1	-0.5	-0.3	-6.8	-7.2
COc1ccc(C[C@](C)(N)C(=O)O)cc1OC	-1.5	-1.1	-2.4	0.2	1.2	-0.4	6.4	1.6	-15.4	-5.4
Cc1ccc(NC(=O)C2CCCN2C(=O)NC2CCCCC2)c(C)c1 (centres undefined)	37.5	-7.0	-8.7	-3.5	0.2	nt	-0.4	11.1	1.8	3.4
CC(=O)NS(=O)(=O)c1ccc(NC(=O)CC(C)c2ccccc2)cc1 (centres undefined)	15.0	7.9	-4.2	-0.3	-1.7	-1.2	-1.4	6.2	-1.2	-9.2
Cc1nc2nc(-c3cccnc3)[nH]n2c(=O)c1Cc1ccccc1	-8.5	0.9	-2.9	1.6	-5.2	-1.1	0.1	0.3	-9.0	-0.9
CN(C)c1ccc(C(CNS(=O)(=O)c2ccc([N+](=O)[O-])cc2)N2CCCC2)cc1 (centres undefined)	1.8	-16.8	0.3	1.1	0.1	-3.4	0.1	-8.6	-9.5	6.4
O=c1ccnc(S/C=C/c2ccccc2)[nH]1	17.2	-3.2	10.0	-0.5	0.5	-0.7	0.2	4.9	-6.6	2.9
CS(=O)(=O)N1CCN(Cc2ccc(C(F)(F)F)cc2)CC1	-18.5	10.7	7.3	-0.4	-1.4	-0.7	-0.8	-3.3	5.9	-4.0
CC1CN(C(=S)SCCN2Cc3ccccc3C2=O)CC(C)O1 (centres undefined)	-7.7	4.1	-0.2	-0.6	-3.8	-0.2	1.6	-6.2	-19.9	-4.6
Nc1ncnc2c1ncn2C1C=C(CO)C(O)C1O (centres undefined)	10.9	2.8	-0.2	4.1	0.5	-1.1	-1.2	-2.4	-8.9	-7.7

Source: PubChem BioAssay
